influenza NS1A = NS1A inhibition, H1N1 influenza, cell based functional assay (AID 504329); NS1A functional cell-based assay, percent inhibition; higher % means a stronger effect; one-dose inhibition, % at 12.5 µM; IC50 in µM for titrated hits; hit rate 0.3% among 340,000; in the data active means a potency from the dose series; inconclusive means inhibition above about 27% without an active follow-up result; further: strong numbers were not always called active
Salmonella PhoP GFP = Inhibition of PhoP regulon, Salmonella typhi GFP reporter cells, confirmation, 4 h (AID 1850) | inhibition, % at 50 µM; hits with a dose series show IC50 in µM | hit rate 0.33% among 310,000 | Salmonella Typhi PhoP-promoter GFP reporter, fluorescence, 4 h; higher % means a stronger effect; in the data active means a potency from the dose series; inconclusive means inhibition mostly from about 25% at the one dose, without a potency; inactive means the rest, 99 in 100 with inhibition below about 19%;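 further: 0% = induced wells with vehicle and 100% = uninduced wells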
inhibitors of VEEV = inhibitors of VEEV TC-83 cytopathic effect, confirmation, Vero cells (AID 588727); Vero cells, VEEV TC-83 cytopathic effect inhibition; higher % means a stronger effect; inhibition, % at 20 µM, or IC50 in µM where a hit was titrated; hit rate 0.13% among 350,000; in the data active means a potency from the dose series; inconclusive means inhibition mostly from about 14% at the one dose, without a potency; inactive means the rest, 99 in 100 with inhibition below about 12%; further: strong numbers were not always called active
M. tuberculosis HTS = M. tuberculosis growth inhibition, HTS (AID 449762). M. tuberculosis H37Rv growth inhibition, 7H9 media; higher % means a stronger effect. one-dose inhibition, % at 25 µM; IC50 in µM for titrated hits. hit rate 0.59% among 330,000; in the data active means a potency from the dose series; inconclusive means inhibition above about 70% without an active follow-up result;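 further: bacterial growth assessed after seven days of incubation; strong numbers were not always called active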
M. tuberculosis = growth inhibition of non-replicating M. tuberculosis (AID 488890) | hit rate 0.39% among 320,000 | Mycobacterium tuberculosis non-replicating, growth inhibition; higher % means a stronger effect | one-dose inhibition, % at 25 µM; IC50 in µM for titrated hits; in the data active means a potency from the dose series; inconclusive means inhibition mostly from about 82% at the one dose, without a potency; inactive means the rest, 99 in 100 with inhibition below about 76%;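 further: plate controls were DMSO cells for no effect and high antibiotic wells for full effect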
inhibitors of VEEV 10K pilot screen = recorded beside inhibitors of VEEV, whose call it bears; inhibition, %; measured here: 10K pilot screen inhibition
* hit, by the source's call; i = inactive; ? = inconclusive; · = not tested or not shown. Hits appear at their usual frequency; about 1.5% have a hit in one of these screens.

SMILES | influenza NS1A | Salmonella PhoP GFP | inhibitors of VEEV | M. tuberculosis HTS | M. tuberculosis | others
Cc1cccc(NC(=O)CCC2CCN(Cc3nccs3)CC2)c1 | 2% | -6% | 1.2% | 4% | 9%
COC(=O)Cc1ccc(NC(=S)NCc2ccccc2Cl)cc1 | -5% | -3% | 0.4% | 0% | ?
COc1ccccc1-c1sc2ccccc2c1-c1ccc(OCCN2CCCCC2)cc1 | 3% | · | ? | · | ·
Clc1ccc(CO/N=C/c2c(-c3ccccc3)nc3n2CCS3)c(Cl)c1 | 12% | -15% | i | ? | ?
CC1CN(C(=O)CCCN2C(=O)c3ccccc3C2=O)CC(C)O1 (stereo not drawn) | -4% | 3% | 8.3% | -6% | -8%
C=C1c2cc(C)ccc2NC(=O)N1c1ccccc1 | -3% | 0% | 0.4% | 8% | 34%
Cc1cccc(NCC(=O)N/N=C\c2c[nH]c3ccccc23)c1 | 11% | -5% | 0.2% | 7% | 32%
COCCN1Cc2cccc(C(=O)Nc3c(C)cccc3C)c2C1=O | 19% | -1% | i | -6% | 4%
COC(=O)C1=C(c2ccccc2OCc2ccccc2)C[C@@H]2CC[C@H]1N2C(=O)NCc1ccc(C(C)(C)C)cc1 | -9% | · | i | 14% | -24% | inhibitors of VEEV 10K pilot screen=0.5
Cc1nc(NC(=O)C23CC4CC(CC(C4)C2)C3)sc1Cc1ccc2c(c1)OCO2 | 20% | -4% | 5.5% | 6% | 51%
Oc1cccc(Oc2ncc(C(F)(F)F)cc2Cl)c1 | 3% | -6% | 1.6% | 53% | 14%
CC(C)C[C@H]1CN([C@@H](Cc2ccc(O)cc2)CN2CCC[C@@H]2CN2C(=O)C(=O)NC[C@@H]2Cc2ccccc2)C(=O)C(=O)N1CC1CCCCCC1 | 6% | · | i | · | ·
O=C(c1ccc([N+](=O)[O-])cc1)N1CCSC1c1cccc(Cl)c1 (stereo not drawn) | 8% | -3% | 1.5% | -3% | -3%
O=S(=O)(NCc1ccco1)N1CCOCC1 | 1% | 13% | i | 0% | -11%
Cc1c(C)n(Cc2ccccc2)c2ncnc(NCCO)c12 | -2% | -9% | 0.4% | 2% | -25%
COC(=O)NNS(=O)(=O)c1ccc(C)cc1 | -6% | 26% | 0.4% | 1% | -6%
Cn1c(COc2cccc3ccccc23)nnc1SCC(=O)OC1CCCCC1 | 11% | -1% | 9.3% | ? | ?
O=C(CN1CCC(n2nnc3cc(F)ccc32)CC1)N1CCc2ccccc2C1 | -3% | -5% | 1.1% | 3% | 32%
COc1ccccc1NC(=O)CSc1nnc(Cn2cnc3ccccc32)n1C | 3% | 2% | 1.2% | 0% | -9%
CC1C(=O)N2CCCc3cc(NC(=O)C(=O)NCCc4c[nH]c5ccccc45)cc1c32 (stereo not drawn) | -1% | 6% | 7.1% | 44% | 7%
Cc1ccc(NC(=O)Cn2nnc(C(=O)NCc3cccs3)c2N)cc1Cl | -9% | 4% | 3.7% | -2% | -9%
O=C(CCN1CCN(c2ccccc2)CC1)NNC(=O)Cc1c(F)cccc1Cl | -1% | · | i | · | ·
CN(CC(=O)Nc1ccccc1Cl)C(=O)COC(=O)c1ccc(Cl)cc1[N+](=O)[O-] | -5% | -9% | 1.5% | 3% | 4%
CCOc1ccc(NC(=O)CN2CCN(Cc3c(F)cccc3F)CC2)cc1 | 7% | 2% | 1.7% | 1% | 3%
O=C1OCc2cccc3cccc1c23 | 11% | -4% | i | 0% | -10%
CCN1CCC(NCCc2ccc(F)cc2)CC1 | -3% | 9% | i | -5% | ·
O=C(COc1cc(F)ccc1[N+](=O)[O-])NCCCc1ccccc1 | 10% | -16% | 1.8% | -4% | 15%
O=C(CCN1C(=O)/C(=C/c2ccc3c(c2)OCO3)SC1=S)Nc1cccc(C(=O)O)c1 | -9% | 8% | 2.4% | 1% | 18%
CC(=O)CCn1cc([N+](=O)[O-])nc1C | -14% | 6% | 0.5% | -9% | 0%
O=C(NCc1ccncc1)C(=O)C1C(=O)Nc2ccccc21 (stereo not drawn) | 0% | -36% | i | 0% | 1%
Cc1nn2cnnc2c(C)c1Cc1c(F)cccc1Cl | -5% | -9% | 0.5% | 1% | 23%
CCC(C)NC(=O)CN1C(=O)NC2(CCc3ccccc3C2)C1=O (stereo not drawn) | -2% | -1% | 1.3% | -4% | -6%
O=C(NCCn1cccn1)C1CCC(=O)N(CC2CCCCC2)C1 (stereo not drawn) | -8% | -9% | 1.8% | -4% | -7%
CCCCC(=O)N(Cc1nc2sc(C)c(C)c2c(=O)[nH]1)C1CCCC1 | -5% | 3% | 2.7% | 11% | 74% | inhibitors of VEEV 10K pilot screen=0.0
CCc1ccc(NC(=O)CSc2nnnn2-c2cccnc2)cc1 | 1% | 2% | 1.0% | 1% | 11%
CC1=NN(c2ccccc2)C(c2ccco2)C1 (stereo not drawn) | 3% | · | i | · | ·
O=c1[nH]snc1-c1c(Cl)cccc1Cl | 2% | -3% | 1.1% | -4% | 77%
Cc1ccnc(SCC(=O)N2CCc3ccccc32)n1 | 7% | 15% | 1.8% | 1% | 8%
O=C(NCc1nnc(SCC(=O)N2CCOCC2)o1)c1c(F)cccc1Cl | -7% | -9% | i | -6% | -7%
CCN1CCn2c3c(c4cc(Br)ccc42)CCCC31 (stereo not drawn) | -7% | -2% | 0.2% | 0% | -1%
COC(=O)C1=C(c2ccc(OC)c(OC)c2)C[C@@H]2CC[C@H]1N2C(=O)NCCOc1ccc(OC)cc1 | 6% | · | 0.4% | -4% | 1%
CC(=O)Nc1sc(N/N=C/c2ccc(C)cc2)nc1-c1ccc(C)cc1 | 3% | 6% | i | -7% | ?
O=C(NC1CCN(S(=O)(=O)c2cccc(F)c2)CC1)c1ccc(F)cc1 | -10% | -5% | 0.2% | -4% | 34%
COc1ccc(N2C(=O)Cc3ccccc3C2=O)cc1 | -16% | -16% | 1.2% | 3% | 0%
COCCn1c(SC(C)C(=O)Nc2ncc(Cl)cc2Cl)nc2ccccc21 (stereo not drawn) | -21% | 17% | 9µM* | 5% | 3%
COc1ccc(-n2c(SC(C)C(=O)Nc3ccc(NC(C)=O)cc3)nc3ccccc3c2=O)cc1OC (stereo not drawn) | 4% | -17% | i | 2% | 13%
CC(C)Oc1ccc(C(=O)NC(C)(C)CO)cc1 | 6% | -3% | 0.2% | -10% | -5%
CC(Cc1ccccc1)NC(=O)Cc1ccc([N+](=O)[O-])cc1 (stereo not drawn) | -4% | -4% | i | 4% | 36%
O=c1c2ccccc2[nH]c(=S)n1CCN1CCc2ccccc2C1 | 11% | 8% | 0.4% | -2% | 6%
CCn1c(=O)cc(OCC(=O)NCc2cccs2)c2ccccc21 | -1% | -8% | 0.4% | -2% | 13%
O=[N+]([O-])c1ccc(Oc2ccc(Oc3ccc(C(F)(F)F)cn3)cc2)nc1 | 9% | -1% | 3.3% | ? | 58%
COc1ccc(NC(=O)c2ccc(S(=O)(=O)N(C)c3ccccc3)cc2)cn1 | 3% | -5% | 1.0% | -3% | 17%
O=C(C(=NNc1ccccc1)c1ccccc1)c1ccccc1 | 10% | · | 4.5% | · | ·
O=C1OC(COc2ccc(Br)cc2)CN1c1ccccc1 (stereo not drawn) | -15% | 6% | i | 3% | -8%
CCCOc1ccccc1C(=O)Nc1ccc(S(=O)(=O)N2CCN(C)CC2)cc1 | 1% | 1% | i | 3% | 18%
Cc1ccc(NCC(=O)N2CCN(S(=O)(=O)c3ccccc3)CC2)cc1F | -4% | · | 1.3% | · | ·
COC(=O)c1sc(NC(=S)NC(=O)c2ccc(F)cc2)nc1C | · | 10% | · | -1% | -12%
Cc1[nH]c(=O)[nH]c(=S)c1C(=O)Nc1ccc(Cl)c(Cl)c1 | 3% | 0% | 3.0% | -3% | -13%
O=C(O)c1ccc(/C=N/N2CCN(Cc3ccc(Cl)cc3)CC2)cc1 | -13% | -9% | i | 29% | 73%
COc1cccc(C(=O)NC2CCN(C(=O)N3c4ccccc4Sc4ccccc43)CC2)c1 | -2% | -5% | 0.2% | ? | 32%
The listing continues:
SMILES | influenza NS1A | Salmonella PhoP GFP | inhibitors of VEEV | M. tuberculosis HTS | M. tuberculosis | others
CC(=O)Nc1ccc(N(C(=O)c2ccco2)C(C(=O)NC2CCCCC2)c2ccccc2)cc1 (stereo not drawn) | 12% | 1% | i | -9% | 39%
Cc1ccc(CN2CCC(CNC(=O)c3ccc(NC(=O)C4=CSCCO4)cc3)CC2)cc1 | -2% | -4% | i | 0% | 28%
S=c1[nH]c2cc3c(cc2[nH]1)OCCO3 | 1% | 3% | 1.3% | -9% | -23%
O=C(Nc1ccc(/C=C/c2nc3ccccc3o2)cc1)c1c(F)cccc1F | -3% | 1% | 6.3% | ? | 14%
O=C(NNc1nc(-c2ccc(F)cc2)cs1)c1ccccc1 | -2% | 1% | 0.9% | 2% | -22%
Cc1nn(CC(=O)NC2CCC(C)CC2)c(=O)c(C#N)c1C (stereo not drawn) | -6% | 14% | 1.3% | -7% | 4%
COc1ccc(C(=O)OCC(=O)Nc2cccc(C(C)=O)c2)c(OC)c1OC | -8% | 0% | 1.5% | -3% | -8%
COc1ccc(C(=O)N2CCN(Cc3ccccc3)CC2)cc1[N+](=O)[O-] | -1% | -7% | 0.1% | 3% | -1%
O=C(NC(=S)NCCC1=CCCCC1)c1cncc(Br)c1 | -11% | 6% | 3.9% | 4% | ?
CSc1ccccc1NC(=O)COC(=O)CCCOc1ccc(C)cc1 | -2% | · | 2.7% | · | ·
COc1ccc(C(=O)NCC2(c3ccccc3)CCOCC2)cc1[N+](=O)[O-] | -5% | 3% | 3.2% | 2% | -4%
O=C(CCc1nnc2ccc(NCc3ccco3)nn12)Nc1ccc(F)cc1 | 1% | 8% | 5.2% | 9% | -2%
CC(Sc1nc(N2CCOCC2)c2c(c1C#N)CC(C)(C)OC2)C(=O)O (stereo not drawn) | 2% | 0% | i | -3% | -17%
Cc1cc(C)n2nc(-c3ccco3)nc2n1 | 1% | 17% | 0.1% | -6% | -8%
COc1ccccc1NS(=O)(=O)c1ccc(C)c(NC(=O)C2CCCO2)c1 (stereo not drawn) | -5% | · | 0.0% | -12% | 14%

Filtered by structure, those above with a CF3 group
SMILES | influenza NS1A | Salmonella PhoP GFP | inhibitors of VEEV | M. tuberculosis HTS | M. tuberculosis | others
Oc1cccc(Oc2ncc(C(F)(F)F)cc2Cl)c1 | 3% | -6% | 1.6% | 53% | 14%
O=[N+]([O-])c1ccc(Oc2ccc(Oc3ccc(C(F)(F)F)cn3)cc2)nc1 | 9% | -1% | 3.3% | ? | 58%

Compounds shown so far that have two or more sulfur atoms:
SMILES | influenza NS1A | Salmonella PhoP GFP | inhibitors of VEEV | M. tuberculosis HTS | M. tuberculosis | others
O=C(CCN1C(=O)/C(=C/c2ccc3c(c2)OCO3)SC1=S)Nc1cccc(C(=O)O)c1 | -9% | 8% | 2.4% | 1% | 18%
COC(=O)c1sc(NC(=S)NC(=O)c2ccc(F)cc2)nc1C | · | 10% | · | -1% | -12%

Following part
SMILES | influenza NS1A | Salmonella PhoP GFP | inhibitors of VEEV | M. tuberculosis HTS | M. tuberculosis | others
CCOc1cc(C2C3=C(CC(C)(C)CC3=O)OC3=C2C(=O)CC(C)(C)C3)cc([N+](=O)[O-])c1O | -18% | -6% | 1.4% | -1% | 13%
CC(C)(C)NC(=O)C(c1cccnc1)N(C(=O)c1ccc(Cl)nc1)C1CCCC1 (stereo not drawn) | -2% | -2% | i | -3% | -13%
CC1(C)CC(NC(=O)c2cccc(Cl)c2)CC(C)(C)N1 | -4% | -4% | 0.2% | 5% | -8%
Cc1cc(NC(=O)CSc2ccc3nnc(-c4cccs4)n3n2)no1 | 9% | -6% | 1.3% | -9% | ·
Cc1ccc2c(c1)N(CC(=O)NC1CCCC1)C(=O)CO2 | 1% | -1% | 0.3% | 5% | 1%
CC(=O)c1cccc(NC(=O)c2cc(C)nn2-c2ccccc2)c1 | -9% | -3% | 1.7% | -6% | -2%
CCOC(=O)C1=C(C)C(c2ccccc2OC)NC(=O)N1 (stereo not drawn) | -3% | -8% | 0.7% | 2% | -4%
CCC(CO)Oc1cc(NC(=O)c2ccc(Cl)cc2)c2ncn(C(C)C)c2c1 (stereo not drawn) | -11% | · | 0.5% | 7% | 1%
CN(C(=O)Cn1cc([N+](=O)[O-])ccc1=O)C1CCCCC1 | -3% | · | 0.8% | -10% | -4%
CCOc1ccc(C(=O)Nc2c(C(=O)N3CCC(N4CCCCC4)CC3)oc3ccccc23)cc1 | 3% | 7% | 0.6% | 8% | 12%
O=C(Nc1cc(C2CC2)nn1-c1ccccc1)c1ccc(F)cc1 | -3% | · | i | -6% | -9%
